Screening results (PubChem BioAssay)
Rtt109 Vps75 = C. albicans Rtt109 histone acetyltransferase inhibition | purified Rtt109/Vps75, ThioGlo CoA-SH fluorescence, 4 h | inhibition, % at 34.9 µM | AID 540336 | 330,000 tested, 0.16% active;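 active means inhibition of at least 50% in every replicate; inconclusive means best replicate reaches 50% inhibition but some replicates fall short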
Target sequence (Q5AAJ8 whole entry, looked up): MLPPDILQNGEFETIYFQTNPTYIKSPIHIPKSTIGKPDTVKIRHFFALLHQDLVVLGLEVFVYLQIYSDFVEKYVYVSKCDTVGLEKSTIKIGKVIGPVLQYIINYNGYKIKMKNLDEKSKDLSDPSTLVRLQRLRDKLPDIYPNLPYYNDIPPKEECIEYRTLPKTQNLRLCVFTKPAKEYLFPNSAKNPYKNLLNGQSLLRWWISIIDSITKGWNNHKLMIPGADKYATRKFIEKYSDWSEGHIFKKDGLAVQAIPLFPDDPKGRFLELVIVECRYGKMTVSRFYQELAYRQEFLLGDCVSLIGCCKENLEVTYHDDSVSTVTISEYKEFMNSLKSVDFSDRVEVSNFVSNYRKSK
RTF Ca sens inh = cardiac RTF calcium desensitization. P19429+P45379. IANBD-labeled cardiac RTF, Ca2+ fluorescence. inhibition, % at 7.15 µM. 340,000 tested, 0.12% active. AID 493244;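 active means inhibition above the mean inhibition of all tested compounds plus 3 SD, cut at about 17% in these data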;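 further: assay run at fixed EC70 calcium of 1.6 mM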
RTF Ca sens act = cardiac RTF calcium sensitization | P19429+P45379 | IANBD-labeled TnC RTF fluorescence at EC20 calcium; 0% EC20 calcium, 100% full calcium | activation, % at 7.2 µM | 340,000 tested, 0.24% active;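 active means activation above the mean over all tested compounds plus 3 SD, cut at about 30% in these data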;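 further: rise in fluorescence read as greater calcium sensitivity of cardiac thin filaments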
LANA DNA inh = inhibitors of KSHV LANA C-terminal domain DNA binding; AID 504423; 340,000 tested, 0.078% active; MBP-C-LANA/FAM-LBS DNA binding, fluorescence polarization; inhibition, % at 9 µM;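 active means highest replicate inhibition at or above 60% at 9 µM, even if other replicates fall short; inactive means all replicates below 60% inhibition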;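 further: 0% = neutral control wells and 100% = 4 µM acridine orange control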
Keap1-Nrf2 PPI = disrupts human Keap1 binding to Nrf2 peptide; Keap1 Kelch-Nrf2 peptide fluorescence polarization, 1536-well; inhibition, % at 9.4 µM; 340,000 tested, 0.15% active; AID 504523; in the data active means inhibition above about 12%; inconclusive means no clear call, values can overlap the other calls; inactive means below about 7.3%;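 further: human Keap1 Kelch domain with fluorescein labeled Nrf2 9mer peptide probe; 0% = neutral control wells and 100% = peptide positive control; higher means more block of Keap1 binding to Nrf2 peptide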
DAGLB inh = blocks human DAGLB lipase activity | Q8NCG7 | HEK293T DAGLB membrane lysate, EnzChek fluorogenic substrate | inhibition, % at 5.17 µM | 340,000 tested, 0.059% active | AID 504411; in the data active means inhibition above about 34%;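 further: 0% = enzyme with vehicle and 100% = wells lacking enzyme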
Target sequence (Q8NCG7 whole entry, looked up): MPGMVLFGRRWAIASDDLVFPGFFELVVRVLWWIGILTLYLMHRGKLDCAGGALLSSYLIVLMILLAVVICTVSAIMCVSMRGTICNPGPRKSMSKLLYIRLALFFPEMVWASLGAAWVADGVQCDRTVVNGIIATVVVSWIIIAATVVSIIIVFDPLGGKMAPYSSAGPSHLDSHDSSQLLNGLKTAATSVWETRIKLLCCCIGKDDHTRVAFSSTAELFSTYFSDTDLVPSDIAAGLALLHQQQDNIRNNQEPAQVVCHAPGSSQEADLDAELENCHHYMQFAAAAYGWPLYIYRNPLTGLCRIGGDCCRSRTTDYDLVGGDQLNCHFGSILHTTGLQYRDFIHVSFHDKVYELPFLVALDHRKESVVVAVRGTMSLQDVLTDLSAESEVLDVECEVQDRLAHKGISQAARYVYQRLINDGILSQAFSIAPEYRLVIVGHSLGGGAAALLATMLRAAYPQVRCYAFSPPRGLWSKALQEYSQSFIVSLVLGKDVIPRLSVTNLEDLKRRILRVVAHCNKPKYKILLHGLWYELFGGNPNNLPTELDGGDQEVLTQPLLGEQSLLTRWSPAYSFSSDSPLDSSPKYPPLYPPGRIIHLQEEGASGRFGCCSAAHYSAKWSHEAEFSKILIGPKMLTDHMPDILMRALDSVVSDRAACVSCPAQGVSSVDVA
CAL PDZ FP-1 = inhibitors of human CAL PDZ peptide binding. inhibition, % at 24.9 µM. purified CAL PDZ, TMR-peptide fluorescence polarization, 1 h. 300,000 tested, 0.92% active. Q9HD26. AID 602252;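 active means mean inhibition of at least 30% with at least half of replicates also reaching 30%; inconclusive means no clear call, values can overlap the other calls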;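 further: 0% = DMSO neutral control and 100% = excess unlabeled competitor peptide PRC23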
CAL PDZ FP-2 = human CAL PDZ-peptide interaction inhibition | inhibition, % at 20 µM | Q9HD26 | purified CAL PDZ, TMR-peptide fluorescence polarization, 1 h | AID 504414 | 330,000 tested, 0.02% active;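 active means highest replicate inhibition of at least 40%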;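 further: plate controls were DMSO neutral control wells for no effect and unlabeled competitor peptide control wells for full effect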
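material = purified tagged CAL PDZ domain construct (CerCALP) | compound dosing = 20 µM, one dose | times = 1 h at RT | measured by = fluorescence polarization from S- and P-plane intensities, G-factor corrected | read-out = inhibition from polarization loss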
SR-BI DiI-HDL act = SR-BI HDL lipid transfer activation | CHO ldlA[mSR-BI] cells, DiI-HDL uptake fluorescence, 3 h; 100 = double the neutral-control signal | AID 504775 | activation, % at 12.5 µM | 320,000 tested, 0.096% active;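 active means mean replicate activation of at least 60% and every replicate at or above 60%; inconclusive means mean or all-replicate condition met, but not both; inactive means mean below 60% and not all replicates reaching 60%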;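 further: 0% = median plate neutral-control signal and 100% = twice that signal; values of inactives mirror those of a sister screen read the other way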
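Test system: SR-BI-overexpressing, LDLR-lacking CHO cells; Also added: labelled HDL, 10 µg/mL; Measured by: bottom-read cell fluorescence after medium removal, ex 550/em 595 nm; Timing: 3 h uptake period with compound, 37 °C; Buffer or medium: F12, 0.5% BSA, 25 mM HEPES; Doses: single compound concentration, delivered by pin transfer.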
PKA-R2B activ = activators of human PKA-R2B complex. PKA-R2B holoenzyme dissociation, Cy5-IP20 fluorescence polarization; R2B truncated from residue 108, S112A mutant; 0% DMSO only, 100% 113 µM cGMP. activation, % at 11.4 µM. 340,000 tested, 0.079% active. AID 504700;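 active means activation above a cutoff set at the mean over all compounds plus 3 SD, cut at about 18% in these data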;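 further: higher means more holoenzyme dissociation and a rise in polarization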
The depositor's hits bear a star; ? = inconclusive; · = not tested or not shown.

SMILES	Rtt109 Vps75	RTF Ca sens inh	RTF Ca sens act	LANA DNA inh	Keap1-Nrf2 PPI	DAGLB inh	CAL PDZ FP-1	CAL PDZ FP-2	SR-BI DiI-HDL act	PKA-R2B activ
CCOC(=O)C1=C(C)N(C)C(=S)NC1c1ccc(Cl)cc1 (centres undefined)	5.9	-0.8	6.0	0.0	-2.6	-0.1	-0.6	-0.6	11.5	-11.5
O=C1Cc2ccccc2Sc2ccc(Cl)cc21	-25.5	-11.2	5.5	-0.3	-6.2	-16.2	-4.7	-0.5	?	-1.1
COc1ccc(S(=O)(=O)Nc2ccc(S(=O)(=O)N3CCCC3)cc2)cc1	5.7	-7.8	6.2	1.4	-4.2	1.8	-3.7	-0.3	-4.8	9.4
O=C(NN1C(=O)C2C3C=CC(O3)C2C1=O)c1ccncc1 (centres undefined)	-4.1	-5.0	9.5	-0.5	-3.1	-0.7	1.1	-1.2	9.8	5.8
COc1ccc(CC(NC(C)=O)C(=O)NC2CCN(S(=O)(=O)c3ccccc3)CC2)c(OC)c1 (centres undefined)	-1.0	1.6	1.7	0.2	1.8	-1.3	1.1	-1.7	3.7	2.9
COC(=O)c1cccc(NC(=S)Nc2ccccc2Cl)c1	3.8	-5.0	9.1	-0.6	-1.4	1.4	0.0	-0.8	-29.0	-4.6
C/C(=N\NC(=O)c1cccc(Cl)c1)C1C(=O)c2ccccc2C1=O	9.9	4.6	6.7	1.1	0.0	26.0	9.6	0.1	·	-9.7
Cc1ccc(C(=O)Nc2ccc3ncccc3c2)cc1	-0.6	-5.9	-5.2	-1.8	-2.9	-2.5	-2.4	-2.3	-16.4	-2.9
CN(CC(=O)Nc1ccc(Cl)c(C(F)(F)F)c1)C(=O)CCN1C(=O)C2CCCCC2C1=O (centres undefined)	-1.0	0.1	2.4	-2.4	-3.3	-1.1	-8.5	-1.7	-3.3	4.7
CCOC(=O)Cc1csc(NC(=O)COC(=O)/C=C/c2ccc(OC)cc2)n1	6.0	9.4	4.1	-0.2	-6.7	-1.5	1.3	-0.6	-16.7	-10.0
CNC(=O)OCN1C(=O)C2CC=CCC2C1=O (centres undefined)	1.9	-4.3	8.4	-0.2	-0.1	-3.5	2.0	-0.3	·	-3.1
CCC(C)NC(=O)CSc1nnc(-c2cc(-c3cccs3)nc3ccccc23)o1 (centres undefined)	-6.0	-7.6	-2.2	0.2	-2.4	-4.5	-4.7	0.3	-4.7	-13.8
COc1ccc(-c2nsc(SCC(=O)NCC3CCCO3)n2)cc1 (centres undefined)	-4.8	6.0	-3.5	0.7	1.9	1.8	-2.1	-1.3	-9.2	-7.8
C=CCn1c(SCC(=O)Nc2ccc(Cl)cn2)nnc1C1CC1	1.7	-2.9	0.2	1.7	-3.6	-1.5	0.4	-1.9	10.4	2.6
O=S(=O)(c1ccc(SCCOc2ccc(F)cc2)nc1)N1CCCC1	-9.8	-0.4	-1.6	1.5	-1.6	-8.3	-0.9	0.2	-8.5	-8.8

Arranged by the number under LANA DNA inh (smallest number first): 5 from the list above
SMILES	LANA DNA inh
Cc1ccc(C(=O)Nc2ccc3ncccc3c2)cc1	-1.8
O=C1Cc2ccccc2Sc2ccc(Cl)cc21	-0.3
CCOC(=O)Cc1csc(NC(=O)COC(=O)/C=C/c2ccc(OC)cc2)n1	-0.2
COc1ccc(CC(NC(C)=O)C(=O)NC2CCN(S(=O)(=O)c3ccccc3)CC2)c(OC)c1 (centres undefined)	0.2
COc1ccc(S(=O)(=O)Nc2ccc(S(=O)(=O)N3CCCC3)cc2)cc1	1.4

Profiles, looked up by structure. Order of screens: Rtt109 Vps75 | RTF Ca sens inh | RTF Ca sens act | LANA DNA inh | Keap1-Nrf2 PPI | DAGLB inh | CAL PDZ FP-1 | CAL PDZ FP-2 | SR-BI DiI-HDL act | PKA-R2B activ
CN(CC(=O)Nc1ccc(Cl)c(C(F)(F)F)c1)C(=O)CCN1C(=O)C2CCCCC2C1=O (centres undefined) in the list: -1.0 | 0.1 | 2.4 | -2.4 | -3.3 | -1.1 | -8.5 | -1.7 | -3.3 | 4.7
CCC(C)NC(=O)CSc1nnc(-c2cc(-c3cccs3)nc3ccccc23)o1 (centres undefined) in the list: -6.0 | -7.6 | -2.2 | 0.2 | -2.4 | -4.5 | -4.7 | 0.3 | -4.7 | -13.8
COC(=O)c1cccc(NC(=S)Nc2ccccc2Cl)c1 in the list: 3.8 | -5.0 | 9.1 | -0.6 | -1.4 | 1.4 | 0.0 | -0.8 | -29.0 | -4.6

Later entries:
SMILES	Rtt109 Vps75	RTF Ca sens inh	RTF Ca sens act	LANA DNA inh	Keap1-Nrf2 PPI	DAGLB inh	CAL PDZ FP-1	CAL PDZ FP-2	SR-BI DiI-HDL act	PKA-R2B activ
O=C(CSC1CS(=O)(=O)c2cc([N+](=O)[O-])ccc21)NNC(=O)c1ccc(Cl)cc1 (centres undefined)	-0.6	-6.8	5.9	-0.6	0.8	1.1	·	-0.1	-3.0	8.7
CCOc1ncccc1C(=O)N1CCN(S(=O)(=O)c2cccs2)CC1	1.5	-3.7	0.3	-1.2	-3.9	0.9	-3.4	-0.1	1.6	-11.3
CCn1cc(CNC(=O)CCc2ccc(OC)cc2)cn1	0.2	1.5	-2.4	0.4	-1.6	2.6	-3.9	-1.2	5.7	3.4
CSc1nnc(C)c(=O)n1COC(=O)COc1ccc(Cl)cc1	0.2	7.0	1.1	-0.6	-3.6	-0.4	1.0	-2.1	·	-3.0
O=C(CSc1nc2ccccc2c(=O)n1CCCN1CCOCC1)Nc1cccc(S(=O)(=O)N2CCCCCC2)c1	7.3	-2.6	1.2	1.3	-5.3	-1.2	-1.9	-0.8	-19.4	-8.8
COc1cc2c(cc1[N+](=O)[O-])-c1ccccc1C2	2.9	-65.5	125.5*	0.0	0.6	-6.2	·	0.4	-33.5	-2.7
Cc1ccc(C(=O)NC(=S)NCC2CCCO2)cc1Br (centres undefined)	-6.0	-3.3	5.7	-2.0	-5.7	-12.3	-1.9	-1.3	-14.8	-5.7
CCC(=O)O[C@]1(C(=O)CCl)[C@@H](C)C[C@H]2[C@@H]3CCC4=CC(=O)C=C[C@]4(C)[C@@]3(F)[C@@H](O)C[C@@]21C	4.2	-0.4	0.5	-0.2	2.3	0.1	-0.8	-0.6	14.1	-5.9
CCCc1[nH]c2ccc(C#N)cc2c1CCC	11.5	-12.1	11.8	-0.8	1.2	-5.7	-4.2	0.9	-15.1	-1.9
COc1ccc(OC)c(NC(=O)C2CCCN2C(=O)OCc2ccccc2)c1 (centres undefined)	-5.9	3.5	0.9	-1.2	-5.6	1.4	1.8	-0.4	-26.7	8.9
COc1cc2ccccc2cc1C(=O)Nc1ccc(N2CCOCC2)cc1	-4.2	-2.9	2.6	-0.8	-5.4	2.4	-4.0	1.1	-56.2	5.1
COc1cc2c(cc1OC)C(C)=NC1(CCCCC1)C2	23.5	-13.1	0.2	0.0	-4.1	1.3	·	0.0	27.0	-9.0
C/C(=N\NC(=O)c1n[nH]c2c1CCC2)c1cccs1	-6.1	-0.1	-0.1	-1.9	2.5	-1.4	·	-1.5	-14.2	-8.2
Cn1c(=O)c2sc3c(c2n(CC(=O)Nc2ccccc2)c1=O)COC(C)(C)C3	2.0	-10.2	-2.7	-0.8	-4.8	3.2	31.5*	-1.0	-2.6	-2.7
O=c1nc(Nc2ccccc2)sc2ccc([N+](=O)[O-])cc12	11.0	3.3	4.5	-2.0	-2.3	1.8	-5.4	-2.3	-0.3	-3.1
Cc1c(Cl)cccc1NC(=O)c1nc(C)n(-c2cc(OC(C)C)c(Cl)cc2Cl)n1	-1.5	-10.7	3.0	0.2	2.5	-12.6	-6.1	-0.6	-14.0	4.5
Cc1cc(C)cc(C(=O)OCC(=O)Nc2cccc(S(=O)(=O)NC3=NCCCCC3)c2)c1	17.8	2.0	-2.2	1.1	-6.0	-4.8	-1.2	-1.8	-6.8	0.1
CCn1nc(C)c(/C=N/NC(=O)c2c[nH]c3ccccc23)c1C	1.1	-6.5	10.8	-0.6	-0.8	-1.0	-0.4	-2.6	18.4	-2.8
CC(=O)c1ccc(N2CCN(c3ccnc4cc(Cl)ccc34)CC2)cc1	0.8	3.7	9.1	-0.6	-5.1	0.7	-4.3	-1.2	-16.5	11.6
COc1ccc(CCNC(=O)c2nnn(CC(=O)Nc3ccccc3C)c2N)cc1OC	·	-1.7	1.0	1.3	-3.7	-0.3	-1.1	-0.2	-46.3	-7.1
COc1ccccc1N1C(=O)C2C(c3ccc(F)cc3)NN(C(=O)c3ccc(C)cc3)C2C1=O (centres undefined)	-1.4	3.7	-5.6	-0.2	-0.3	5.7	1.9	-0.2	·	-0.8
Nc1nc2ccccc2nc1N1CCCC1	7.8	-5.4	-5.8	0.1	-3.4	1.6	-3.5	-1.1	33.0	4.7
Cc1nc2ccc(S(=O)(=O)NC(C(=O)N3CCCCCC3)C(C)C)cc2s1 (centres undefined)	-3.0	-4.2	-1.9	0.5	0.4	1.8	·	-1.0	17.3	2.5
Cc1cccc(/C=C2\Sc3ccc(C(=O)NCC4CCCO4)cc3N(C)C2=O)c1 (centres undefined)	32.7	-4.7	1.1	-1.0	-0.4	3.3	4.7	0.4	-92.0	5.9
Cc1[nH]c(=O)[nH]c(=O)c1S(=O)(=O)Nc1cccc(C(F)(F)F)c1	-3.5	-5.5	1.6	-1.2	-0.5	-1.5	-2.3	-1.0	13.1	1.5
O=C(NC1CCN(C(=O)Nc2ccc(F)cc2)CC1)c1cccc(F)c1	-2.8	-15.4	-5.2	-1.5	3.3	-1.0	-0.2	-3.1	0.7	-6.8
CC1Cc2cccc3c(O)c(C(=O)c4nn[nH]n4)c(=O)n1c23 (centres undefined)	0.0	-19.4	-4.2	-0.5	-4.5	0.7	-4.5	0.1	16.6	-15.2
CC(C)(C)C(=O)O/N=C1/C(=O)N(c2ccccc2)c2ccccc21	-21.0	0.1	-3.0	2.8	-2.5	-0.4	-3.5	-1.5	5.6	4.2
COc1ccccc1CCNC(=O)CCn1nc(C)c2c(C)n(-c3ccccc3)nc2c1=O	-3.3	-12.4	-2.5	0.2	-0.5	1.3	23.3	-1.7	-7.7	4.8
COc1cccc(OC)c1C(=O)OCC(=O)N(c1ccccc1)C1CCCCC1	24.2	-5.8	-5.4	-2.3	4.2	-6.4	-1.6	-1.2	3.2	-12.2

Random draw from the library; 1.6% or so of the library scored in one or more.
